FLuc counter = inhibits or activates purified firefly luciferase, miR-21 counter-screen | purified FLuc, Km substrates, luminescence inhibition | AID 588342 | 360,000 compounds, 6.9% hits | Potency, µM (doses to about 57.5 µM), inactives show top-dose activity change, negative = inhibition, usual class: inhibitors;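 further: potency means the concentration at half of the fitted maximal effect; plate controls were vehicle for no effect and reference inhibitor for full effect; nearly all actives have a fitted effect of over 55% in size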
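Purified P. pyralis luciferase (10nM final) with 10uM D-luciferin and 10uM ATP (Km levels) in 50mM Tris acetate pH 7.5, 10mM Mg acetate, 0.01% Tween-20, 0.05% BSA; qHTS 6-point titration, ~60 µM downward; luminescence read.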
KCNH2 3.1 inh = inhibitors of human KCNH2 3.1 potassium channel isoform; U2OS KCNH2 3.1, thallium flux FluxOr; stronger effect = lower value; 340,000 compounds, 0.95% hits; activity change, % (tested at about 1.8 µM);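 active means maximum activity change below -70%; inconclusive means maximum activity change from -70% to -50%; inactive means maximum activity change above -50%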;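 further: thallium influx rate constant from kinetic fluorescence after stimulation buffer; on the % scale 0 is the no-effect control and ±100 the full control effect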
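FluxOr-based Tl+ influx in U2OS cells transduced with KCNH2 3.1 virus; rate constants normalized to DMSO controls.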
Gal4-VP16 FLuc = inhibits Gal4-VP16 luciferase reporter, ROR gamma counter-screen | Drosophila S2 Gal4-VP16 UAS-luciferase, luminescence, 20 h | Potency, µM (top dose mostly 53.6 µM), inactives show top-dose activity, negative = inhibition, actives largely listed as inhibitors | 310,000 compounds, 3.5% hits;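 further: Gal4-VP16 expression switched on by copper sulfate through the metallothionein promoter; potency means the concentration at half of the fitted maximal effect; on the % scale 0 is the no-effect control and ±100 the full control effect; nearly all actives have a fitted effect of over 50% in size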
Giardia killer = kills Giardia lamblia. 340,000 compounds, 0.15% hits. Giardia lamblia trophozoite viability. AID 540267. activity change, % at 7.66 µM, hits read low; in the data active means activity change below about -80%; inconclusive means between about -30% and that limit;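 further: parasites exposed to compound for two days anaerobically before the ATP read; on the % scale 0 is the no-effect control and ±100 the full control effect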
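Luminescent ATP signal served as the viability read-out, measured 15-30 min after adding ATP detection reagent to trophozoites that had been incubated with compounds for 48 hrs at 37 deg C anaerobically at 100 cells/well.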
Rab9 promoter act = Rab9 promoter activation; Huh7 Rab9 promoter-luciferase reporter, luminescence, 24 h; Potency, µM (titrated, usually from 9.22 µM), for inactives: at the highest dose activation, negative = inhibition, usual class: activators; 320,000 compounds, 2.8% hits; further: potency means the concentration at half of the fitted maximal effect; % of control where 0% means no effect; nearly all actives have a fitted effect of over 60% in size
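Cells were plated at 1500 per well in reduced-serum medium with 10% FBS and left 2 h. Compound in DMSO was then added for 24 h at 37 °C. Reporter signal was read by luminescence after 10 min with luciferase detection reagent.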
RORg inh = ROR gamma (mouse) transcription inhibition; Potency, µM (top dose mostly 53.6 µM), without a hit: at the highest dose activity change, negative = inhibition, most hits filed as inhibitors; AID 2551; Drosophila S2 Gal4-RORgamma UAS-luciferase reporter, 20 h; 310,000 compounds, 5.4% hits; P51450; further: potency means the concentration at half of the fitted maximal effect; on the % scale 0 is the no-effect control and ±100 the full control effect; nearly all actives have a fitted effect of over 60% in size
Target sequence (P51450 whole entry, looked up, the tested form may be a part): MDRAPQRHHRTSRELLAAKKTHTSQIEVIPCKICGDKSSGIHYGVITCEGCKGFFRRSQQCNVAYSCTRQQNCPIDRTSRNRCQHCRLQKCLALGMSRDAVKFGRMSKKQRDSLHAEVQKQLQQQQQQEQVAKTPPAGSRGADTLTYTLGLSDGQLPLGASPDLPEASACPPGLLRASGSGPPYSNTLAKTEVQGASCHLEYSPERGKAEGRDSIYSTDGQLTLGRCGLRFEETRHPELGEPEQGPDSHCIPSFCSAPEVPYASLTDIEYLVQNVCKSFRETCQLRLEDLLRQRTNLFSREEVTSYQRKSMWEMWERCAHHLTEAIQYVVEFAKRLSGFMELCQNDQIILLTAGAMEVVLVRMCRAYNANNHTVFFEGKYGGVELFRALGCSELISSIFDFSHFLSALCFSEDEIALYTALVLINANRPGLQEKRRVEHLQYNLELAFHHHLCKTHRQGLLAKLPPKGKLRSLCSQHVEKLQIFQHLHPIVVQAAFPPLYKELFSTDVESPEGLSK
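Using a luciferase readout, inhibitors were identified by reduced reporter activity in Drosophila cells coexpressing a copper-inducible Gal4–ROR gamma fusion and UAS-driven Photinus luciferase, incubated 20 hr after 700 uM copper sulfate.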
Tb PFK inh = inhibitors of T. brucei phosphofructokinase; O15648; T. brucei PFK, ADP-Glo luminescence; Potency, µM (top dose mostly 57.5 µM), inactives show top-dose activity, negative = inhibition, actives largely listed as inhibitors; 330,000 compounds, 0.17% hits; AID 485367;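 further: potency means the concentration at half of the fitted maximal effect; 0% = uninhibited 1x PFK enzyme wells and -100% = no-enzyme wells; nearly all actives have a fitted effect of over 60% in size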
Target sequence (O15648 whole entry, looked up): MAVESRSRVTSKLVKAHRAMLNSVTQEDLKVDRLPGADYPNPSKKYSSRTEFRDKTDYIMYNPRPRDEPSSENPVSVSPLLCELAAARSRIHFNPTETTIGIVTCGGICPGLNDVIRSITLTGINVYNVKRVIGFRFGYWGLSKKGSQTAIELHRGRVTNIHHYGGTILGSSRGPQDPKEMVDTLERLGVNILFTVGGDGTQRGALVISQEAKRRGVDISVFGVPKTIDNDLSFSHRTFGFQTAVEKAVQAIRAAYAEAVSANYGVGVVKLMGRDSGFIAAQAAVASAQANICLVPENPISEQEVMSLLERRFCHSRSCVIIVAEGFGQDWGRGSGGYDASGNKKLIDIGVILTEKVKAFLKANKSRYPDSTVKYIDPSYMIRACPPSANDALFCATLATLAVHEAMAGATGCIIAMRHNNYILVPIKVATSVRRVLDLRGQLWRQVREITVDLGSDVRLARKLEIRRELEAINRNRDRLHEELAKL
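1.25 nM PFK with 0.5 mM F6P and 0.1 mM ATP in 0.1 M TEA pH 8.0, 5 mM MgCl2, incubated 45 min at room temperature; ADP measured by ADP-Glo luminescence; compounds titrated up to 57 uM.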
NPC1 prom act = activates the NPC1 promoter; Huh7 NPC1 promoter luciferase reporter, 24 h; Potency, µM (highest dose often 9.22 µM), without a hit: top-dose activation, most hits filed as activators; 320,000 compounds, 2.4% hits; AID 485313;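 further: potency means the concentration at half of the fitted maximal effect; % of control where 0% means no effect; nearly all actives have a fitted effect of over 60% in size; reporter is driven by a mutant NPC1 promoter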
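Luminescence from an NPC1 promoter-driven luciferase reporter in stably transfected Huh7 cells was measured after 24 h compound treatment at 37 °C, followed by 10 min ambient incubation with luciferase detection reagent.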
ELG1 genotox = inducers of genotoxicity in HEK293T ELG1-luciferase cells | HEK293T ELG1-luciferase reporter, luminescence, 16 h | Potency, µM (series often up to 46 µM), for the others: top-dose activity change, positive = activation, most hits filed as activators | 330,000 compounds, 1.3% hits; further: potency means the concentration at half of the fitted maximal effect; % of control where 0% means no effect; nearly all actives have a fitted effect of over 60% in size
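After overnight (16 hr) compound treatment at 37 °C, ELG1-luciferase HEK293T cells were lysed with ONE-Glo; luminescence quantified 30 min later at room temperature.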
Coupling enz = counter-screen for Giardia aldolase inhibitors: coupling enzyme system; coupling enzyme system counterscreen, AmpLite Red fluorescence; AID 2472; activity change, negative = inhibition, % at 58.2 µM, hits read low; 290,000 compounds, 0.67% hits; in the data active means activity change below about -30%; further: on the % scale 0 is the no-effect control and ±100 the full control effect
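First, compound is pin-transferred into glyceraldehyde-3-phosphate coupling-enzyme reagent at 57.5 uM final and held 10 min at RT. Next, substrate, coupling system and AmpLite Red are added. After 20 min RT, fluorescence (525/598 nm) is read.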
uPA generation = cell surface uPA generation inhibition | 330,000 compounds, 0.31% hits | Potency, µM (highest dose often 38.3 µM), inactives show at the highest dose activity change, negative = inhibition, usual class: inhibitors | AID 540303 | cell surface uPA generation assay, qHTS; active means well fitted inhibition curve with a large enough effect; inconclusive means small, poorly fitted or top-dose-only effect; inactive means no such curve, though single readings can be large or run the other way; tested in mouse RAW 264.7 cells; further: potency means the concentration at half of the fitted maximal effect; on the % scale 0 is the no-effect control and ±100 the full control effect; nearly all actives have a fitted effect of over 55% in size
The depositor's hits bear a star; ? = inconclusive; nt = not tested or not shown; [ ] = another dose, or the depositor's remark. Unless noted, the call rests on the fitted dose curve; in most records, active means well fitted curve in the direction sought with a large enough effect; inconclusive means small, poorly fitted or top-dose-only effect, or another doubt; inactive means no such curve, though single readings can be large; an effect the other way counts as inactive or inconclusive.

SMILES	FLuc counter	KCNH2 3.1 inh	Gal4-VP16 FLuc	Giardia killer	Rab9 promoter act	RORg inh	Tb PFK inh	NPC1 prom act	ELG1 genotox	Coupling enz	uPA generation
Cc1cc(-n2c(=S)sc3c(=O)n(-c4ccc(F)cc4)c(SCC(=O)O)nc32)ccc1Cl	-1%	0	-5%	21	-3%	24%	-3%	0%	-5%	-1	-14%
Cn1c(=O)cc(SCC(=O)N2CCOCC2)c2ccc(Cl)cc21	2%	1	-7%	-15	-1%	-2%	-4%	-5%	?	2	-3%
C=CCNC(=S)NNC(=O)C(CCCC)CC(O)COCC(C)C (stereo unspecified)	2%	6	-11%	1	3%	-16%	-4%	-3%	-1%	0	5%
O=C(COC(=O)c1cnccn1)Nc1ncc(C(F)(F)F)cc1Cl	nt	-3	nt	10	nt	nt	8%	nt	-1%	nt	0%
CC(C)NC(=O)c1ccccc1NS(=O)(=O)c1ccc(Br)s1	-1%	9	nt	-10	8%	nt	-1%	0%	-10%	7	10%
N/C(=N\OC(=O)c1ccc(F)cc1)c1ccccc1	0.17µM*	0	?	-8	?	9%	-9%	?	?	2	-6%
Cc1ccccc1S(=O)(=O)Cc1ccc(C(=O)NCCN(C)Cc2ccccc2)o1	-3%	-9	-11%	-18	4%	8%	-1%	5%	-3%	0	0%
CCOC(=O)c1cnc(-c2ccccc2)[nH]c1=O	1%	5	6%	-3	-2%	8%	-4%	-3%	0%	-15	-2%
O=C1C=C(c2ccc(Cl)c(C(F)(F)F)c2)C[C@@H](c2ccc3c(c2)OCO3)C1	3%	-10	nt	-12	-3%	nt	-1%	-1%	-1%	nt	7%
CC1(C)CC(=O)C(C(=S)Nc2ccc(F)cc2)=C(NCCN2CCOCC2)C1	4%	2	8%	-6	0%	-29%	-5%	-1%	0%	2	-5%
Cc1ccc(N2CC(C(=O)Nc3ccc(S(=O)(=O)N4CCOCC4)cc3)CC2=O)cc1Cl (stereo unspecified)	4%	23	nt	2	3%	nt	-2%	0%	4%	nt	9%
O=C(Nc1nnc(Cc2ccccc2)s1)C1CCC1	6%	-3	-8%	5	0%	28%	2%	2%	8%	-1	0%
COc1ccc(N2CCN(C(=O)CNC(=O)c3cccc(Br)c3)CC2)cc1	5%	10	17%	10	-4%	33%	0%	-1%	-4%	3	0%
COc1ccc(CN2CCN(C(=O)CCC(=O)Nc3nnc(C(C)C)s3)CC2)cc1F	3%	4	-1%	5	-22%	22%	12%	-9%	-10%	nt	-1%
CC(=O)Nc1cc(C(=O)N2CCN(C)CC2)ccc1S(=O)(=O)c1ccc(C)cc1	6%	-9	-11%	19	0%	18%	4%	1%	-1%	3	nt
O=C(Nc1nccs1)c1ccc(-c2ccc(Cl)cc2)o1	0.21µM*	8	?	?	1µM*	4µM*	-6%	1.4µM*	?	1	?
O=C1CCC(=O)N1c1ccc(S(=O)(=O)Nc2cccc([N+](=O)[O-])c2)cc1	1%	-29	nt	-7	-4%	nt	0%	1%	0%	-1	15%
CSCCC(NC(=O)c1ccccc1)C(=O)Nc1ccc(NC(C)=O)cc1 (stereo unspecified)	2%	nt	0%	nt	-3%	-6%	-1%	-3%	1%	2	nt
CC(C)(C)NC(=O)CN(CCc1ccccc1)C(=O)c1csnn1	1%	-10	-5%	-4	-1%	-16%	-8%	-2%	0%	4	4%
COc1cccc(C(C(=O)NC2CCCC2)N(CC2CCCO2)C(=O)Cc2cccs2)c1 (stereo unspecified)	0%	8	?	3	-7%	-1%	-6%	1%	-1%	2	-3%
CCC(C)NC(=O)c1cn(CC)c2ccc(S(=O)(=O)N3CCCCCC3)cc2c1=O (stereo unspecified)	2%	7	2%	12	8%	12%	-10%	-4%	-4%	0	-8%
O=C(NNc1nc(Nc2ccccc2)nc(N2CCOCC2)n1)Nc1ccc(Cl)cc1	-2%	-4	5.6µM*	5	2%	1.8µM*	7%	-21%	20%	7	3%
C=CCn1c(=O)c(C(=O)Nc2cc(C)ccn2)c(O)c2ccccc21	-3%	-8	4%	-2	1%	9%[1.91 µM]	-3%	6%	-1%	-2	1%
O=C(NC1CCCC1)c1cccc(S(=O)(=O)N2CCCCC2)c1	5%	2	7%	-5	9%	26%	-1%	1%	-1%	0	-12%
O=S(=O)(c1cccc(C(F)(F)F)c1)N1CCC(O)(c2cccnc2)CC1	2%	3	8%	2	-6%	-31%	0%	-6%	-4%	3	-7%
CC1C=CCC2C(=O)N(c3ccccc3OC(=O)c3ccco3)C(=O)C12 (stereo unspecified)	-1%	-11	0%	-13	-5%	19%	-2%	-3%	0%	2	-12%
Cc1onc(-c2ccccc2Cl)c1C(=O)Nc1ccc(S(=O)(=O)NCC2CCCO2)cc1 (stereo unspecified)	7%	9	0%	-2	2%	19%	-2%	2%	-1%	2	1%
O=C(/C=C/c1ccc(Cl)cc1Cl)c1nc2ccccc2[nH]1	0.24µM*	-32	1%	-27	0%	-45%	-2%	0%	2%	4	-1%
O=C(N/N=C/c1cccnc1)c1cccc(N2CCCC2=O)c1	?	21	4%	6	29%	-3%	-1%	8%	15%	0	-2%
COc1ccccc1N(CC(=O)NC1CCCC1)C(=O)c1oc(C(C)(C)C)cc1C	-3%	-8	-2%	3	-5%	13µM*	-2%	0%	-12%	2	13%
COc1ccccc1OCCn1c(=O)sc2ccccc21	?	15	4%	16	-2%[1.84 µM]	22%	3%	0%	?	1	nt
CN(Cc1cn(C)nc1-c1ccccc1F)CC1CCN(Cc2ccccc2)CC1	-2%	-3	4%	22	-1%	-7%	1%	-7%	-5%	0	-19%
COc1ccc(/C=N/NC(=O)CCC(=O)Nc2ccc(F)cc2)c(OC)c1	3%	10	2%	-10	0%	20%[1.91 µM]	-3%	2%	1%	-2	1%
O=C1c2ccccc2C(=O)N1CC(=O)N1c2ccccc2CCc2ccccc21	5%	0	1%	6	-3%	38%	0%	-2%	1%	4	-1%
Cc1nnc(SCC(=O)Nc2cccc(S(=O)(=O)N3CCCCC3)c2)s1	nt	-8	nt	-22	-3%	nt	10%	-7%	-1%	nt	-10%
C/C(=N\NC(=O)c1cccc(N2CCCC2=O)c1)c1ccc(N)cc1	-20%	7	1%	-20	?	13%	1%	-40%[inhibitor]	16%	1	1%
COC(=O)c1cc(=O)nc2scc(C)n12	5%	-4	-2%	-21	0%	-36%	1%	-4%	-2%	7	-17%
Cc1nn(-c2ccc(C(=O)OC(C)C)cc2)c(C)c1[N+](=O)[O-]	-11%	13	10%	-5	25%	22%	-3%	?	16%	1	9%
CN(CC(=O)Nc1ccc(F)c(F)c1F)C(=O)CN1C(=O)NC2(CCCC2)C1=O	3%	4	nt	-7	-7%	nt	-2%	-3%	1%	nt	0%
Nc1nc(CN2CCCCCC2)nc(Nc2ccccc2)n1	0%	-32	-1%[0.365 µM]	-3	-2%	-30%	0%	7%	2%	0	3%
CCOc1ccc2nc(N3CCCCCC3)sc2c1	1.1µM*	10	-24%	9	1µM*	?	1%	1.1µM*	?	1	nt
O=C(Nc1cc(S(=O)(=O)N2CCOCC2)ccc1N1CCCCC1)c1ccc(Cl)cc1	-13%	-11	nt	2	-1%	nt	-8%	-1%	-3%	nt	10%
CCCCNC(=O)c1onc(CSc2cccc(Cl)c2)c1C(=O)O	?	21	0%	31[activator]	-4%	16%	0%	1%	-2%	11	3%
COc1ccc(C(CNC(=O)c2cccc(NS(=O)(=O)c3ccc(C)c(F)c3)c2)N(C)C)cc1 (stereo unspecified)	-7%	-35	nt	-10	0%	nt	2%	-4%	-1%	nt	-3%
O=C(Nc1ccc2c(c1)OCCO2)c1ccc(NC(=O)C2CCCO2)cc1 (stereo unspecified)	12µM*	11	?	-19	22%	?	3%	14%	5%	-1	3%
O=C(CCNc1n[nH]c(=O)[nH]c1=O)N/N=C\c1ccc(Br)cc1	?	-4	-3%	-18	-7%	5%	-10%	3%	-1%	-1	12%
C=CCNC(=O)c1ccc(C(=O)c2ccccc2)cc1	-16%	-1	0%	6	15%	21%	-1%	13%	16%	0	-3%
CCO/N=C/C(=O)Nc1ccc(F)cc1F	-4%	-19	3%	4	15%	-13%	-2%	0%	5%	1	1%
Cc1ccc(C)c(N2CCN(C(=O)CCc3nc4ccccc4[nH]3)CC2)c1	0%	-11	-6%	11	-3%	-13%	5%	-3%	-3%	0	0%
Cc1cc2c(=O)n(C)c(SCC(=O)c3cc4ccccc4o3)nc2s1	5%[2.3 µM]	-9	14%	7	2%	-35%	2%	0%	-5%	4	2%
O=C(NCc1ccc2c(c1)OCO2)c1ccc(CS(=O)(=O)c2ccc(Br)cc2)o1	-2%	-6	5%	2	0%	-27%	1%	0%	-17%	4	-2%
O=C(NCCc1ccc(F)cc1)c1cc(=O)c2ccccc2o1	-7%	-2	5%	-5	1%	?	0%	7%	-1%	-1	1%

Screening results as filed in PubChem.
